From PubChem
ALOX12 inh – inhibitors of human 12S-lipoxygenase ALOX12; purified 12hLO, xylenol orange hydroperoxide absorbance; P18054; 580,000 compounds, 1.1% hits; Potency, µM (doses to about 108 µM), for the others: at the top dose activity change, negative = inhibition, usual class: inhibitors; active = well fitted inhibition curve with a large enough effect; inconclusive = small, poorly fitted or top-dose-only effect, or another doubt; inactive = no such curve, though single readings can be large or run the other way
Target sequence (P18054 whole entry, looked up): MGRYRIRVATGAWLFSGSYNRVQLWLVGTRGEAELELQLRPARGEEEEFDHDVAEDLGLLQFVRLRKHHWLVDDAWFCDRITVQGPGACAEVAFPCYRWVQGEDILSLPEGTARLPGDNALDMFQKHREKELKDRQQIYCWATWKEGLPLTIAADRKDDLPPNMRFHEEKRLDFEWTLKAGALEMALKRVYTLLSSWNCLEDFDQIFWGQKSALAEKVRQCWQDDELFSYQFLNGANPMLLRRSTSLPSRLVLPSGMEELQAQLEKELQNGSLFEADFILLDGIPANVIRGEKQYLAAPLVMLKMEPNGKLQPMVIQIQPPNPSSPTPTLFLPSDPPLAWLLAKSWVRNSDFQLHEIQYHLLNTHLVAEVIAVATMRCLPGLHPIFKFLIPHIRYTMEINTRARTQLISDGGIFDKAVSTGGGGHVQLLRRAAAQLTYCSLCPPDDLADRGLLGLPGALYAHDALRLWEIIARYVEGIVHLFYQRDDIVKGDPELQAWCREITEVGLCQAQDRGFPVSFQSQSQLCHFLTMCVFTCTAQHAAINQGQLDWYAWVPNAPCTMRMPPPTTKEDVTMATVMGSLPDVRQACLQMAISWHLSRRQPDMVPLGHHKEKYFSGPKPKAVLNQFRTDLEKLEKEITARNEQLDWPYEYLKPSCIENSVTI
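Hydroperoxide product was detected by ferrous iron/xylenol orange as the 573 to 405 nm absorbance ratio. Arachidonic acid at 40 uM (final) was turned over for 30 min at room temperature by 150 nM human 12hLO, pH 7.0 Hepes buffer, after 15 min compound preincubation.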
Starred values were filed as active, the others as inactive; ? = inconclusive; [ ] = another dose, or the depositor's remark. % is scaled to controls: 0 for no effect and ±100 for the full control effect; potency is read from the fitted curve at half-maximal effect. Only part of the results is shown. The share of hits here may be higher or lower than overall.

ALOX12 inh	mol
11%	CCC1(C(=O)Nc2ccc(OC)c(F)c2)CCCCC(=O)N1 (centres undefined)
19%	CCOc1ccccc1C(=O)N1CCC[C@H]1c1nc(-c2ccc(OC)c(OC)c2)no1
-4%	COc1cccc(-c2cc3c(=O)n(CCNC(=O)c4cc(F)cc(F)c4)ccn3n2)c1
-1%[176 µM]	O=C(NCC1CC1)C1CCCN1c1nc2ncccc2o1 (centres undefined)
4%	COc1ccc2c(c1)CCc1cnc(-n3ncc(C(=O)NC4CCOC4)c3C3CC3)nc1-2 (centres undefined)
10%	COCCn1ncc(N2CCCC(CC(=O)N3CCN(c4ccccn4)CC3)C2)cc1=O (centres undefined)
-12%[176 µM]	O=[N+]([O-])c1cccc(-c2noc([C@@H]3C[C@@H](O)CN3C3CCOCC3)n2)c1
?	Cc1ccc(NC(=O)C2CCCN(c3cnc4nccnc4c3)C2)cc1Cl (centres undefined)
9%	O=S(=O)(Cc1ccccc1F)N1CCCC(Cn2c(C3CC3)nc3cccnc32)C1 (centres undefined)
?	CC(COc1ccc(Cl)cc1)CN1CCC(C(O)(c2ccccc2)c2ccccc2)CC1 (centres undefined)
-1%[6.33 µM]	O=[S+]([O-])(c1ccncc1)c1nnn2c1nc(N1CCOCC1)c1ccccc12
23%	CC(C)c1noc([C@@H]2C[C@H]3C(=O)NCCCCCCN(C(=O)c4cccc(C#N)c4)[C@H]3C2)n1
0%[176 µM]	Cc1ccccc1CN1Cc2nc(NCc3ccncc3)ccc2OCC1=O
51%[activator]	C[C@@H]1CN(C(=O)Cc2cccnc2)C[C@H]1c1nc(-c2ccncc2)no1
3%	COc1cc2c(cc1OC)C(CNC(=O)c1ccccc1Cl)N(C(=O)Nc1ccccc1F)CC2 (centres undefined)
?	C=CCN=C1NC(c2ccc(F)cc2)C(C(=O)OC)=C(C)N1Cc1ccccc1C(F)(F)F (centres undefined)
55%[activator]	O=C(c1ccc(=O)[nH]c1)N1C[C@@H](CN2CCCC2)[C@@H](CO)C1
37%	COc1ccc(-c2noc(-c3cccn3CC(=O)N(C)c3ccccc3)n2)cc1F
-7%	c1ccc2oc(N3CCN(Cc4ccc(-c5ccn[nH]5)o4)CC3)nc2c1
26%	CCCCN(C)C(=O)CN1C(=O)NC2(CCOCC2)C1=O
-7%[176 µM]	CNC(=O)c1ccc2c(c1)NC(C)(COc1ccccc1)CO2 (centres undefined)
-25%	O=C(NCCc1noc(-c2ccncc2)n1)C1CC(=O)N(c2ccc(F)c(Cl)c2)C1 (centres undefined)
28%	Cc1nc(CCC(=O)N2CCCC(c3nccn3CCCN(C)C)C2)n[nH]1 (centres undefined)
142%[activator]	Cc1nc(C)c(C(=O)N2CCc3nnc([C@@H]4C[C@@H](O)CN4C(C)C)n3CC2)s1
11%	N#Cc1ccc(C(=O)Nc2ccc([C@@H](O)[C@H]3COCC(=O)N3CCCc3ccccc3)cc2)cc1
44%[activator]	CCN(CC)C(=O)N1CCCC1c1noc(COc2ccc(F)cc2)n1 (centres undefined)
52%[activator]	O=C(Nc1ccccc1)N1CCC(c2nn(-c3ccc(F)cc3)c(=O)[nH]2)CC1
-5%	CCOc1ccc2[nH]c(=O)c(CN(C)CC3CCN(C)C3)cc2c1 (centres undefined)
59%[activator][176 µM]	COCCN1C(=O)[C@@H]2C[C@@H](CN2C(C)C)Oc2ccccc21
5%	Cc1ccc(-c2nc(C(=O)N3CCN(c4cccc(C)c4C)CC3)no2)cc1

Some of the entries above, set out differently:
COCCn1ncc(N2CCCC(CC(=O)N3CCN(c4ccccn4)CC3)C2)cc1=O (centres undefined)
  ALOX12 inh: 10%

O=[N+]([O-])c1cccc(-c2noc([C@@H]3C[C@@H](O)CN3C3CCOCC3)n2)c1
  ALOX12 inh: -12%[176 µM]

Cc1ccc(NC(=O)C2CCCN(c3cnc4nccnc4c3)C2)cc1Cl (centres undefined)
  ALOX12 inh: ?

O=S(=O)(Cc1ccccc1F)N1CCCC(Cn2c(C3CC3)nc3cccnc32)C1 (centres undefined)
  ALOX12 inh: 9%

Other structures:
ALOX12 inh	mol
38%	Cc1cccc(CN2CCCN(S(=O)(=O)c3cn(C)cn3)C(c3ccccc3)CC(=O)NCC2)c1 (centres undefined)
-12%[176 µM]	Cc1noc(C)c1-c1ccc2c(n1)CN(CCOc1ccccc1)C(=O)CO2
59%[activator]	Cn1nc(NC(=O)CSc2ccccc2)c2c(N3CCOCC3)cccc21
37%[activator]	COc1ccc(NC(=O)COc2ccc(-c3nnc4n3CCCC4)cc2)c(OC)c1
-2%	O=C(Cn1cccc1-c1nc(-c2ccc3c(c2)OCO3)no1)Nc1cccc(Cl)c1
-10%	CC1CCC2(CC1)NC(=O)N(CC(=O)N1CCc3ccccc31)C2=O (centres undefined)
34%[activator]	Cc1cccc(CNC(=O)c2ccc3c(c2)N(C)C2CCCCN2C3=O)c1 (centres undefined)
-1%	CCOc1ccc(C2NC(=O)N(CC(=O)NC3CCCC3)C3=C2C(=O)OC3)cc1 (centres undefined)
-2%	CC(C)[C@H](NC(=O)c1ccc(Cl)cc1Cl)C(=O)N1CCC[C@H]1C(=O)NCc1ccccc1
-5%	Cc1cc(C(=O)N2CCC(c3nnc(Cn4ccnc4)n3C)CC2)cs1
16µM*	CC(=O)N1CCC(N[C@@H]2C[C@H](COc3cccc(C)n3)[C@@H](O)[C@H]2O)CC1
43%	Cn1cc(CN2CCCC(COc3ccccc3C(=O)NC3CC3)C2)c2ccccc21 (centres undefined)
-10%	COc1ccc(-c2noc(-c3nc(Cc4cccc(F)c4)no3)n2)cc1
-18%[176 µM]	COc1ccc(-c2[nH]nc3ncc(-c4ccc([S+](C)(=O)[O-])cc4)nc23)c(C)c1
-11%	COc1ccc(Cn2c(C3CCN(C(=O)Cc4cccc(OC)c4)CC3)n[nH]c2=O)cc1
59%[activator]	O=C(c1c[nH]c(=O)[nH]1)N1CC[C@@H]2[C@@H](CCC(=O)N2CC2CCNCC2)C1
11%[176 µM]	CC1(C)[C@H]2CC[C@@H](CNC(=O)Cc3cccc(Cl)c3)[C@@H]1C2
7%[6.33 µM]	CN1CC(=O)N(C2CCCCC2)Cc2c(NC3CCCC3)ncnc21
?	COc1cccc(-c2cc(C3CCN(C(=O)Nc4ccc(OC)c(OC)c4)CC3)[nH]n2)c1
-3%	COCCn1ncc(N2CCCC(CC(=O)NCCN3CCCCC3)C2)cc1=O (centres undefined)
4%[57.4 µM]	O=C1NC(=O)C(=Cc2ccc3nccc(-c4ccncc4)c3c2)S1
33%[activator]	CC(C)CN1CCN(C(=O)C2(CCO)CC23CCOCC3)CC1 (centres undefined)
10%	CCOC(=O)N(C)C[C@@H]1OCc2cn(nn2)CCCC(=O)N([C@H](C)CO)C[C@H]1C
17%[176 µM]	COc1ccc2nc(CO[C@H]3CN(Cc4cccnc4)C[C@H]3F)[nH]c2c1
68%[activator]	COc1ccc(NC(=O)N2Cc3[nH]cnc3C[C@H]2c2nc(-c3ccc4ccccc4c3)no2)cc1
24%	O=C1CC(c2ccccc2)N(C(=O)CC2CCCC2)CCCCCN1 (centres undefined)
45%[activator]	O=C(NCc1csc(-c2cnccn2)n1)C(c1cccnc1)N1CCOCC1 (centres undefined)
?	CC(=O)N1CCN(c2cc(-c3noc([C@@H]4CCCN4Cc4ccc(CO)o4)n3)ccn2)CC1
49%[activator]	N#Cc1cccc(C(=O)NC2CCN(c3cc(-c4cccs4)[nH]n3)CC2)c1
8%	Cc1ccc(NC(=O)[C@@H]2CNC[C@H](C(=O)NCc3cnn(C)c3C)C2)cn1
48%[activator]	CCOc1ccccc1NC(=O)N1CCC(c2noc(COC)n2)C1 (centres undefined)
17%	CCc1noc(CN(CC)C(=O)c2cc(-c3ccccc3)nn2C)n1
0%[176 µM]	O=C(Nc1ccccc1)c1cnc2n1CCN(Cc1c[nH]c3ccccc13)CC2
26%	CC1=NS(=O)(=O)N(Cc2ccccc2)C=C1C(=O)OCc1nc(Cc2ccccc2C)no1
2%	Cc1noc(-c2cn(C3CCN(C(=O)COc4ccccc4)CC3)nn2)n1
-3%	CCN1C(=O)C(CC(=O)NC2CCCCC2)Sc2ncccc21 (centres undefined)
1%	CCC1(O)CCCN(C(=O)c2coc(COc3ccc4ccc(OC)cc4c3)n2)C1 (centres undefined)
19%	O=C(CN1CC2CC(C1)[C@H]1CCCC(=O)N1C2)NCc1ccc(OC(F)(F)F)cc1 (some centres undefined)
4%	COc1ccc(CCC(=O)N2CCCCCC2c2nnc(-c3ccccc3)o2)cc1 (centres undefined)
12%[6.33 µM]	COc1ccc(-c2cc(C(=O)NCC(F)(F)F)c3c(C4CCCN4)nn(C)c3n2)cc1 (centres undefined)
15%	O=C(c1ccccn1)N1CCC(Cc2nc(C3CCOCC3)no2)CC1
5%	Nc1nc2cc3c(cc2cc1C(=O)NCc1cccnc1)OCO3
8%	CCN(CC)C(=O)C[C@@H]1c2nc(NC(=O)c3ccco3)sc2C[C@@H]2[C@](C)(CO)[C@H](O)CC[C@]21C
30%	COCCOC1CCOC2(CCN(C(=O)COc3ccc(C)cc3)CC2)C1 (centres undefined)
?	O=C(Cc1ccsc1)N1CCCC(Cc2nc(C3CCOCC3)no2)C1 (centres undefined)
-8%	O=C(NC1CCN(c2cc(-c3ccc(F)cc3)[nH]n2)CC1)c1ccc2c(c1)OCO2
40%[activator]	CC(C)c1noc(-c2cccn3c(CNC(=O)c4ccccc4F)nnc23)n1
49%[activator]	COc1ccc(C(=O)Nc2ccc(-c3noc([C@@H]4CCCN4CCCc4ccccc4)n3)cn2)cc1
22%	N[C@H]1CN(C(=O)c2coc(CN3CCOCC3)c2)C[C@@H]1c1ccccc1
1%[176 µM]	COCCn1ccc2c(C3=CCOCC3)nc(-c3cccc(N[S+](C)(=O)[O-])c3)cc21

The list goes on:
ALOX12 inh	mol
1%[6.33 µM]	Cn1ncc2c(-c3ccc(Cl)cc3Cl)cc(C(=O)N3CCN(c4ncccn4)CC3)nc21
3%	COC1C(=O)N(c2cccc(F)c2)C12CCN(C(=O)CC1CCN(C(C)=O)CC1)CC2 (centres undefined)
88%[activator]	CCOC(=O)C1=C(C)N=C2SC=C(CC(=O)NCc3ccco3)N2C1c1cccc(OC)c1OC (centres undefined)
?	O=[S+]([O-])(Nc1nncs1)c1ccc2c(c1)OCCN(Cc1ccccc1)C2
20%	Cc1ccc(CNC(=O)C2N(C(C)C)C(=O)C23CCCC3)o1 (centres undefined)
?	O=S1(=O)CCCN1C1CCN(Cc2cccc3ccccc23)CC1
6%	Cc1ccc(-c2ccnc(-n3ncc(C(=O)N(C)Cc4cccc5ncccc45)c3C3CC3)n2)o1
?	Cc1ccccc1-n1cc(CNC(=O)CN2Cc3ccccc3OC(C)C2)cn1 (centres undefined)
20%	Cc1cc(=O)n(CC(=O)Nc2ccc(F)cc2)c(-c2ccccc2)n1
8%[176 µM]	COCc1cn(C[C@H]2C[C@@H](NS(=O)(=O)c3ccccc3)[C@H](O)[C@@H]2O)nn1

Given field by field: four of the compounds above
structure: COc1ccc(NC(=O)COc2ccc(-c3nnc4n3CCCC4)cc2)c(OC)c1
- ALOX12 inh: 37%[activator]

structure: O=C(Cn1cccc1-c1nc(-c2ccc3c(c2)OCO3)no1)Nc1cccc(Cl)c1
- ALOX12 inh: -2%

structure: CC1CCC2(CC1)NC(=O)N(CC(=O)N1CCc3ccccc31)C2=O (centres undefined)
- ALOX12 inh: -10%

structure: Cc1cccc(CNC(=O)c2ccc3c(c2)N(C)C2CCCCN2C3=O)c1 (centres undefined)
- ALOX12 inh: 34%[activator]

Next section:
ALOX12 inh	mol
-20%[176 µM]	O=C1c2cnc(-c3cc(F)cc(F)c3)nc2OCCN1Cc1ccc(F)cc1F
1%[176 µM]	O=C1NC2(CCN([S+](=O)([O-])c3ccccc3)C2)Oc2ccccc21 (centres undefined)
54%[activator]	COc1ccc(-c2ccc3nnc(CNC(=O)c4ccc(OC)nc4OC)n3n2)cc1
16%	CCCc1nc(C(=O)NC(C)c2cnn(-c3ccccc3)c2C)cs1 (centres undefined)
59%[activator]	CCOCCCNC(=O)N1c2ccccc2CC1c1nc(C(C)C)no1 (centres undefined)
12%	CC1CN(C(=O)c2csc(-c3ccc(C(F)(F)F)cc3)n2)CCCO1 (centres undefined)
26%	COc1cc2c(cc1OC)C(CNC(=O)c1ccccc1)N(C(=O)Nc1ccccc1F)CC2 (centres undefined)
-21%[176 µM]	Cc1nn2c(c1-c1ccnn1C(C)C)N(Cc1ccc(O)cc1)CCC2
26%	CCc1nc(C)sc1C(=O)N[C@@H]1COCC[C@H]1Oc1ccc(C#N)cc1
-3%	COc1cc2c(cc1OC)C(C[C@H]1CN(S(=O)(=O)c3cccc(C#N)c3)CC[C@H]1CC(=O)O)=NCC2
30%[activator][176 µM]	CC(C)NC[C@H]1COCc2nc3cc(C(F)(F)F)ccc3n21
5%	COc1ccc(CN2Cc3cc(NC(=O)c4ccc(Cl)cc4)ccc3OC(C)C2=O)c(OC)c1 (centres undefined)
22%	Cc1cc(C)n(CCC(=O)N2CCCC2c2nc(C3CCOCC3)no2)n1 (centres undefined)
?	O=C(N=Nc1c(O)[nH]c2c(Cl)cc(Cl)cc12)c1ccccc1O
